Screens: PubChem BioAssay, Johns Hopkins Ion Channel Center
MrgX1 PAM: allosterically activates human MrgX1 receptor signaling. 310,000 compounds, 0.63% hits. MrgX1-HEK293, Fluo-4 calcium flux, FDSS; active compounds read high. B-score at 10 µM;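 active = plate-corrected calcium response at least 3 library SD above typical, normal starting fluorescence, not activating the receptor alone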;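 also: compound read alongside a low EC10 to EC30 dose of BAM8-22 agonist; peak minus trough fluorescence over baseline measured at the second addition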
TRPC4 block: blocks the mouse TRPC4 cation channel. 300,000 compounds, 0.39% hits. HEK293 TRPC4beta/mu-opioid, DAMGO-evoked Fluo4 calcium flux; active compounds read low. AID 2247. B-score at 10 µM;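 active = B-score over 3 SD under the library average, no early fluorescence shift, positive overall ratio signal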
Target sequence (Q9QUQ5 whole entry, looked up): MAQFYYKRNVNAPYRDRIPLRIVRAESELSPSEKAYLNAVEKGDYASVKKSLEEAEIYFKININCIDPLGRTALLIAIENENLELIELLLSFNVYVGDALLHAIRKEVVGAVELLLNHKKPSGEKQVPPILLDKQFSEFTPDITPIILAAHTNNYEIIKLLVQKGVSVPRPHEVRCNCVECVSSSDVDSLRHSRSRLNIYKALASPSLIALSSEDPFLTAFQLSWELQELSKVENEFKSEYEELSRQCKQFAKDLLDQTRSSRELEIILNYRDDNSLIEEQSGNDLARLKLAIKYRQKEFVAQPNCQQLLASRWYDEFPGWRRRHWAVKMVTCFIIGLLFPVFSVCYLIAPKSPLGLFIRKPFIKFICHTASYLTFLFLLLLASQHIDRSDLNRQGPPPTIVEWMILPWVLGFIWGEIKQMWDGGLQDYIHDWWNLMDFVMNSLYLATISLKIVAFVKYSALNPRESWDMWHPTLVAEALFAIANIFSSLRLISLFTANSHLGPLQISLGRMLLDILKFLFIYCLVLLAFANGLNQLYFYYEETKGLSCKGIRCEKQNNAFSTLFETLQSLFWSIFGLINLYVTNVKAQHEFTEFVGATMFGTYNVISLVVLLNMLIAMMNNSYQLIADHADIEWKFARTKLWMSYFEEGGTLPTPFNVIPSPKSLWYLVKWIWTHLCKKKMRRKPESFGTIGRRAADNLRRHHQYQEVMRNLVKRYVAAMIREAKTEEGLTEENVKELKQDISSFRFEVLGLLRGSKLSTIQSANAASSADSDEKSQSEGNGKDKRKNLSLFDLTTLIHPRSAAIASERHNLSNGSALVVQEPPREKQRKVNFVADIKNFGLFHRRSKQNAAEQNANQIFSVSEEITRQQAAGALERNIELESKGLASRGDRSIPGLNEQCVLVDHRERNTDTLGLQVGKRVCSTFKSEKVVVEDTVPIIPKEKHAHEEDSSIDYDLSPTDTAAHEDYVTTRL
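Assay system – HEK293 line stably carrying TRPC4beta and mu-opioid receptor · Doses – single dose · Detection – Fluo4 calcium-dye fluorescence, kinetic read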
TRPC6 inhibitor: inhibitors of mouse TRPC6 channel. HEK293-TRPC6, membrane potential dye, ACh-evoked depolarization; active compounds read low. B-score at 10 µM. 310,000 compounds, 1.1% hits. AID 2553;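 active = B-score under library mean minus 3 SD, initial fluorescence not abnormally high, positive integrated signal ratio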;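 also: B-score derived from integrated fluorescence ratio over the kinetic read; more negative B-score means stronger inhibition of depolarization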
ANO1 block: inhibitors of mouse TMEM16A calcium-activated chloride channel | Q8BHY3 | HEK293 TMEM16A/YFP iodide influx fluorescence, ionomycin | normalized B-score (activity score, 25-100; higher = stronger inhibition) at 10 µM | 310,000 compounds, 1.2% hits | AID 588511;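 active = ratio plate-corrected score three or more library SD toward inhibition, starting fluorescence score within five deviations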;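 also: score derived from kinetic fluorescence span divided by baseline fluorescence per well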
MrgX1 antagonist: antagonists of human MrgX1 receptor; Q96LB2; MRGX1-HEK293 calcium flux, Fluo-4, BAM8-22 antagonism; active compounds read low; B-score at 10 µM; 310,000 compounds, 1.3% hits; AID 588676;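 active = calcium-response B-score plate-corrected more than 3 library SD below zero, starting fluorescence within 5 deviations, no agonist response on first addition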;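 also: peak minus trough fluorescence over baseline after final BAM8-22 challenge near maximal dose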
MrgX1 agonist: human MrgX1 receptor agonism, primary screen | 310,000 compounds, 0.44% hits | B-score at 10 µM | AID 588627 | MrgX1-HEK293 cells, Fluo-4 calcium fluorescence, agonist mode; active compounds read high;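 active = calcium response B-score plate-corrected fluorescence ratio at least 3 library SD, with starting fluorescence B-score inside 5 SD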
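System – MrgX1-expressing HEK293 cells · Incubation – cells plated overnight, dye loaded 0.5 h 37 °C, 0.5 h room temperature · Technique – kinetic Fluo-4 NW fluorescence of intracellular calcium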
TRPC4 act: activators of mouse TRPC4 channel. B-score at 10 µM. 310,000 compounds, 0.49% hits. Q9QUQ5. AID 2237. HEK293 TRPC4beta/mu-opioid, Fluo4 calcium fluorescence; active compounds read high;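 active = B-score above 5 SD of library B-scores, and initial fluorescence ratio not above library mean plus 5 SD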;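 also: positive B-score marks a calcium rise read as TRPC4 activation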
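Assay system: HEK293 stable line with TRPC4beta plus mu-opioid receptor. Times: dye 45 min RT, read 110 s. Measured by: kinetic Fluo4 calcium fluorescence. Measure: B score of integrated ratio. Controls: assay buffer as low control, maximal DAMGO as high control.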
TRPC6 activator: activates the mouse TRPC6 cation channel; 310,000 compounds, 0.13% hits; B-score at 10 µM; HEK293-TRPC6 membrane potential dye fluorescence; active compounds read high; AID 2550;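 active = B-score of the integrated fluorescence ratio above library mean plus 3 SD, and starting fluorescence ratio within library mean plus 5 SD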;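 also: higher score means more depolarization so channel activation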
TRPC4 potent: allosteric potentiators of mouse TRPC4 channel; Q9QUQ5; HEK293 TRPC4beta/mu-opioid, DAMGO EC20, Fluo-4 Ca2+ flux; active compounds read high; B-score at 10 µM; 310,000 compounds, 0.42% hits; AID 2227;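 active = B-score of calcium response area above 5 SD of library B-scores, with initial fluorescence ratio within 5 SD of library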;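 also: B-score of integrated fluorescence ratio over time as area under calcium response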
RGS4 inh: inhibitors of human RGS4; AID 463165; P49798; 310,000 compounds, 0.45% hits; B-score at 10 µM; HEK293 M3R/RGS4 inducible, Fluo-4 calcium flux; active compounds read high; triggered by carbachol at its EC20;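 active = B-score, a plate-corrected calcium signal, over three deviations above library mean, with baseline fluorescence within five deviations of library mean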;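 also: RGS4 expression induced by doxycycline in cells with stable M3 receptor; B-score is computed from the integrated fluorescence ratio over baseline after carbachol; higher B-score means a larger calcium signal and so more RGS4 inhibition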
TMEM16A act: activates or potentiates the mouse TMEM16A chloride channel. Q8BHY3. HEK293 TMEM16A/YFP-H148Q/I152L, iodide quench fluorescence; active compounds read low. B-score at 10 µM. 340,000 compounds, 0.3% hits. AID 623877;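 active = fluorescence-ratio B-score plate-corrected deviation score at least 3 library SD below zero, with starting fluorescence score within 5 deviations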;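 also: channel opened by trigger with iodide after compound preincubation; score built on the fluorescence ratio of max minus min over baseline; more negative score means more quench and so TMEM16A activation or potentiation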
An asterisk follows results filed as active; i = inactive.

Values run as follows: MrgX1 PAM | TRPC4 block | TRPC6 inhibitor | ANO1 block | MrgX1 antagonist | MrgX1 agonist | TRPC4 act | TRPC6 activator | TRPC4 potent | RGS4 inh | TMEM16A act
CC12CCC(C(=O)N3CCCc4ccccc43)(CC1=O)C2(C)C (stereo not given)
→ i | i | i | i | i | i | i | i | i | i | i
CN(C)c1ccc(/C=C/C(=O)c2ccccc2)cc1[N+](=O)[O-]
→ i | i | i | i | i | i | i | i | i | i | i
CCOC(=O)N1CCN(C(=O)c2ccc3c(Cl)c4c(nc3c2)CCCC4)CC1
→ i | i | i | i | i | i | i | i | i | i | i
C=CCSc1cc(C)nc2c(-c3ccccc3)cnn12
→ i | i | i | i | i | i | i | i | i | i | i
COc1cc2c(cc1NC(C)=O)CCCC2
→ i | i | i | i | i | i | i | i | i | i | i
Cc1ccc(C2c3c(-c4ccccc4O)n[nH]c3C(=O)N2Cc2ccncc2)cc1 (stereo not given)
→ i | i | i | i | i | i | i | i | i | i | i
COc1cc(/C=N/NC(=O)c2sc3ccccc3c2Cl)ccc1OC(=O)c1ccc([N+](=O)[O-])cc1
→ i | i | i | i | i | i | i | i | i | i | i
O=C(O)c1ccc(-n2nnnc2Oc2ccccc2C(=O)N2CCOCC2)cc1
→ i | i | i | i | i | i | i | i | i | i | i
O=C(Nc1cnccn1)c1cccnc1
→ i | i | i | i | i | i | i | i | i | i | i
Clc1ccc(-c2nsc(N3CCOCC3)n2)c(Cl)c1
→ i | i | i | i | i | i | i | i | i | i | i
CC1CCCCN1C(=O)COC(=O)c1n[nH]c2ccccc12 (stereo not given)
→ i | i | i | i | i | i | i | i | i | i | i
CCOC(=O)c1c(NC(C)=O)sc2c1CCCNC2=O
→ i | i | i | i | i | i | i | i | i | i | i
Cc1cccc(C)c1N1CCN(c2cc(Cl)nc(N)n2)CC1
→ i | i | i | i | i | i | i | i | i | i | i
NS(=O)(=O)c1ccc(NC(=S)NC(=O)/C=C/c2ccco2)cc1
→ i | i | i | i | i | i | i | i | i | i | i
CCCCC(=O)Nc1nc(C)c(-c2csc(Nc3ccc(Cl)cc3)n2)s1
→ i | i | i | i | i | i | i | i | i | i | i
O=C(N/C(=C/c1cccc([N+](=O)[O-])c1)C(=O)N1CCOCC1)c1ccc(Br)cc1
→ i | i | i | i | i | i | i | i | i | i | i
CN(C)C(=O)CC12CC3CC(C1)CC(CC(=O)N(C)C)(C3)C2
→ i | i | i | i | i | i | i | i | i | i | i
CCOC(=O)c1cnc2c(ccc3ccccc32)c1NCCO
→ i | i | i | i | i | i | i | i | i | i | i
Cc1nc2ccccc2c(=O)n1Cc1ccco1
→ i | i | i | i | i | i | i | i | i | i | i
Cc1ccc(C(NC(=O)N2CCCCC2)=C(Cl)Cl)cc1F
→ i | i | i | i | i | i | i | i | i | i | i
O=C(Cc1cccs1)NCCc1ccc(F)cc1
→ i | i | i | i | i | i | i | i | i | i | i
CC(=O)NC1C(=O)N=C(SCC(=O)Nc2cccc(Cl)c2)NC1=O (stereo not given)
→ i | i | i | i | i | i | i | i | i | i | i
CN(Cc1nc2ccccc2c(=O)[nH]1)CC(O)COCc1ccco1 (stereo not given)
→ i | i | i | i | i | i | i | i | i | i | i
Cc1ccc(S(N)(=O)=O)cc1NC(=O)C1CC2CCC1C2 (stereo not given)
→ i | i | i | i | i | i | i | i | i | i | i
CCN(C(=O)CN1C(=O)/C(=C/c2ccccc2)SC1=S)C1CCS(=O)(=O)C1 (stereo not given)
→ i | i | i | i | i | i | i | i | i | i | i
O=C(Oc1ccc(=O)n(-c2ccccc2)n1)c1ccc(F)cc1
→ i | i | i | i | i | i | i | i | i | i | i
Cn1c(CNC(=O)c2ccccc2F)nnc1SCc1ccc(F)cc1
→ i | i | i | i | i | i | i | i | i | i | i
CCC(C)c1ccc(NC(=O)Nc2cccnc2)cc1 (stereo not given)
→ i | i | i | i | i | i | i | i | i | i | i
CN(C)C(CNC(=O)c1ccccc1C(F)(F)F)c1ccco1 (stereo not given)
→ i | i | i | i | i | i | i | i | i | i | i
CN(CCc1ccccc1)c1ccc([N+](=O)[O-])cn1
→ i | i | i | i | i | i | i | i | i | i | i
CC(C)(C)NC(=O)C(c1ccccn1)N(C(=O)c1ccc2c(c1)OCCO2)C1CCCC1 (stereo not given)
→ i | i | i | i | i | i | i | i | i | i | i
CCCCN(CC)CCCNC(=O)c1cc2c(=O)n(CC)c3ccccc3c2s1
→ i | i | i | i | i | i | i | i | i | i | i
CN1C(=O)CC(N2CCN(c3ccccn3)CC2)C1=O (stereo not given)
→ i | i | i | i | i | i | i | i | i | i | i
O=C(Nc1cccc(Cl)c1)Nc1ccccc1NS(=O)(=O)c1cccs1
→ i | i | -5.11* | 100* | i | i | i | i | i | i | i
Cc1cc(OCC(=O)NCc2cccnc2)c2c(C)cc(=O)oc2c1
→ i | i | i | i | i | i | i | i | i | i | i
Cc1ccc(CS(=O)(=O)c2ccc(C(=O)N3CCCCC3)cc2[N+](=O)[O-])cc1
→ i | i | i | i | i | i | i | i | i | i | i
O=C(C1CCN(S(=O)(=O)c2ccc(Cl)cc2)CC1)N1CCCCCCC1
→ i | i | i | i | i | i | i | i | i | i | i
O=C(c1ccc(-n2nc(C(F)(F)F)c3c2CCCC3)cc1)N1CCOCC1
→ i | i | i | i | i | i | i | i | i | i | i
CCOC(=O)C1(Cc2cccc(OC)c2)CCCN(C(=O)c2cc(CC(C)C)[nH]n2)C1 (stereo not given)
→ i | i | i | i | i | i | i | i | i | i | i
COc1ccc(CNCC(O)(c2ccccc2)c2ccc(F)cc2)cc1OC (stereo not given)
→ i | i | i | i | i | i | i | i | i | i | i
Cc1ccccc1-c1cc2nc(C)c(C)c(=O)n2[nH]1
→ i | i | i | i | i | i | i | i | i | i | i
NC(=O)/C=C/C(=O)Nc1ccc(Cl)cc1
→ i | i | i | i | i | i | i | i | i | i | i
Cc1nn2c(NCCCN3CCOCC3)c3c(nc2c1-c1ccccc1)CCC3
→ i | i | i | i | i | i | i | i | i | i | i
CC1CCCCC1NC(=S)NC(=O)c1cccs1 (stereo not given)
→ i | i | i | i | i | i | i | i | i | i | i
Cc1c(C(=O)NCc2ccc(F)cc2)c(-c2ccccc2)nn1-c1ccccc1
→ i | i | i | i | i | i | i | i | i | i | i
CCCCOC(=O)C1=C(C)NC(=O)NC1c1cc2c(cc1Br)OCO2 (stereo not given)
→ i | i | i | i | i | i | i | i | i | i | i
CCCCNc1nc(CC)c2c(c1C#N)CCCC2
→ i | i | i | i | i | i | i | i | i | i | i
COc1ccc(C2CC(c3cccs3)=NN2C(=O)CSc2nncs2)cc1OC (stereo not given)
→ i | i | i | i | i | i | i | i | i | i | i
COC(=O)c1scc(S(C)(=O)=O)c1-n1cccc1
→ i | i | i | i | i | i | i | i | i | i | i
Cc1ccc2c(c1)-c1c(cnn1CC(=O)O)CO2
→ i | i | i | i | i | i | i | i | i | i | i
N#CCCN(CCC#N)C(=S)NC1CC2C=CC1C2 (stereo not given)
→ i | i | i | i | i | i | i | i | i | i | i
Cc1cc(=O)[nH]c(SCC(=O)N2CCC(Cc3ccccc3)CC2)n1
→ i | i | i | i | i | i | i | i | i | i | i
O=C(NCC1CCCO1)c1ccc(Oc2ccc([N+](=O)[O-])cc2)cc1 (stereo not given)
→ i | i | i | i | i | i | i | i | i | i | i
Cc1ccc(OCC(=O)Oc2ccccc2[N+](=O)[O-])cc1
→ i | i | i | i | i | i | i | i | i | i | i
COc1cc(-c2noc(CCC(=O)NC3CCCCC3)n2)cc(OC)c1OC
→ i | i | i | i | i | i | i | i | i | i | i
COc1ccc(C(=O)COC(=O)CCn2nnc(-c3cccc(O)c3OC)n2)cc1
→ i | i | i | i | i | i | i | i | i | i | i
CCCCC(CC)CNC(=O)C(Cc1ccccc1)NS(=O)(=O)c1ccc2c(c1)CCC(=O)N2 (stereo not given)
→ i | i | i | i | i | i | i | i | i | i | i
O=C(c1ccc(NS(=O)(=O)c2ccc(F)cc2)cc1)N1CCCCC1
→ i | i | i | i | i | i | i | i | i | i | i
Cc1ccccc1/C=N/n1c(-c2ccccn2)n[nH]c1=S
→ i | i | i | i | i | i | i | i | i | i | i
O=C(/C=C/c1cccc(Br)c1)N1CCN(c2ccccn2)CC1
→ i | i | i | i | i | i | i | i | i | i | i

Further entries
Values run as follows: MrgX1 PAM | TRPC4 block | TRPC6 inhibitor | ANO1 block | MrgX1 antagonist | MrgX1 agonist | TRPC4 act | TRPC6 activator | TRPC4 potent | RGS4 inh | TMEM16A act
COc1ccc(C(C)=O)cc1COc1cccc2c1OC(C)(C)C2
→ i | i | i | i | i | i | i | i | i | i | i
Cc1ccc(-n2cc(CNC(C)Cn3cncn3)c(-c3ccc(F)cc3)n2)cc1 (stereo not given)
→ i | i | i | i | i | i | 64* | i | i | i | i
O=C(NCc1ccccc1)c1cnc(Cl)c(Cl)c1
→ i | i | i | i | i | i | i | i | i | i | i
N#Cc1c2c(c(NCc3ccco3)n3c1nc1ccccc13)CCC2
→ i | i | i | i | i | i | i | i | i | i | i
O=S(=O)(NC1CCCCCC1)c1cccc2cccnc12
→ i | i | i | i | i | i | i | i | i | i | i
CCOC(=O)c1c(S(=O)(=O)NCC(=O)Nc2cc(C)ccc2C)c(C)n(C)c1C
→ i | i | i | i | i | i | i | i | i | i | i
Cc1ccc(C2CC(c3cccs3)=NN2C(=O)CSc2nc(=O)n3cc(C)ccc3n2)cc1 (stereo not given)
→ i | i | i | i | i | i | i | i | i | i | i
Oc1ccc(Cl)cc1N=Nc1ccccc1
→ i | i | i | i | i | i | i | i | i | i | i
CCOC(=O)c1c(NC(=O)C(F)(OC)C(F)(F)F)sc(C(=O)N2CCCCC2)c1C (stereo not given)
→ i | i | i | i | i | i | i | i | i | i | i
